AmpC no deterg – inhibitors of E. coli AmpC beta-lactamase without detergent; AmpC nitrocefin hydrolysis, absorbance 480 nm, 0.0001% Triton; hit rate 0.52% among 330,000; AID 485341; Potency, µM (titrated, usually from 57.1 µM), inactives show top-dose activity change, negative = inhibition, usual class: inhibitors;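 further: potency means the concentration at half of the fitted maximal effect; plate controls were no compound for no effect and no enzyme for full effect; nearly all actives have a fitted effect of over 20% in size; some results filed as inactive show a strong effect at the top dose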
Target sequence (P00811 whole entry, looked up): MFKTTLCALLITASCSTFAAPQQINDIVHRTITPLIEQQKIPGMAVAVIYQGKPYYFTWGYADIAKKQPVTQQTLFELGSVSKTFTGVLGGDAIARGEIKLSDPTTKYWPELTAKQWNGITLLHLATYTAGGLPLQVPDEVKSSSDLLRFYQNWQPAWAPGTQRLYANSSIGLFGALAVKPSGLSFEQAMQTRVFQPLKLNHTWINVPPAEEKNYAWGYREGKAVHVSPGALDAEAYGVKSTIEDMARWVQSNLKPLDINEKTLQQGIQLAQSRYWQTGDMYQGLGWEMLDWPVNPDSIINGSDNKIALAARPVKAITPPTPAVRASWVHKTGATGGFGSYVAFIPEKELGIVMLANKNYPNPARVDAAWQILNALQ
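AmpC (5.3 nM in the dispensed reagent) in 20 mM phosphate pH 7.0 with 0.01% (detergent screen) or 0.0001% Triton X-100 was preincubated with compounds for 15 min at room temperature. Nitrocefin was then added from an 800 uM solution, and hydrolysis was followed at 480 nm.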
AmpC detergent – inhibitors of E. coli AmpC beta-lactamase with detergent | AmpC hydrolysis of nitrocefin, absorbance 480 nm, 0.01% Triton | Potency, µM (highest dose often 114 µM), without a hit: top-dose activity change, negative = inhibition, usual class: inhibitors | hit rate 0.041% among 370,000 | P00811;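 further: potency means the concentration at half of the fitted maximal effect; 0% = no-compound wells and -100% = no-enzyme wells; nearly all actives have a fitted effect of over 25% in size; some results filed as inactive show a strong effect at the top dose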
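20 mM phosphate pH 7.0 + 0.01% (detergent screen) or 0.0001% Triton X-100; 5.3 nM AmpC reagent; cpd preinc 15 min RT; nitrocefin (800 uM stock) to start; A480 q20 s × 4 min; Activity was normalised to no-enzyme and no-compound control wells.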
Giardia FBPA inh – inhibitors of Giardia lamblia fructose-1,6-bisphosphate aldolase; A8B2U2; purified Giardia FBPA; Potency, µM (titrated, usually from 59.6 µM), for the others: top-dose activity, negative = inhibition, hits mostly inhibitors; hit rate 0.71% among 290,000; further: potency means the concentration at half of the fitted maximal effect; nearly all actives have a fitted effect of over 55% in size
Target sequence (A8B2U2 whole entry, looked up): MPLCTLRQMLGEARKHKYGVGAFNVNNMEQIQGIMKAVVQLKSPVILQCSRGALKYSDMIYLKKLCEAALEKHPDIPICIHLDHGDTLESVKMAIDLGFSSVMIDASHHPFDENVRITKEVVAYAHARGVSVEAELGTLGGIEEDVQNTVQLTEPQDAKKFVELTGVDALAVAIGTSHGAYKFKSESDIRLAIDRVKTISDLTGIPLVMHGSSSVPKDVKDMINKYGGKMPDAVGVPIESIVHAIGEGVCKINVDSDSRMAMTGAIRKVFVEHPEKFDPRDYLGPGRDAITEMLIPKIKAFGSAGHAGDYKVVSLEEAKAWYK
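40 nM FBPA preincubated 10 min at RT with compound (up to 57.5 uM final), then substrate plus GAPDH/TPI/NAD/arsenate coupling and diaphorase/resazurin added. Fluorescence read after 20 min at RT, 525/598 nm.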
Sm TGR block – S. mansoni TGR enzyme inhibition. Potency, µM (doses to about 114 µM), for the others: at the highest dose activity change, negative = inhibition, most hits filed as inhibitors. Q962Y6. hit rate 3% among 360,000. purified TGR, DTNB reduction, TNB absorbance 405 nm. AID 485364; further: potency means the concentration at half of the fitted maximal effect; nearly all actives have a fitted effect of over 60% in size
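First, TGR (20 nM dispensed) and NADPH were mixed with compound. Second, a 15 min room-temperature incubation followed. Third, further NADPH and then DTNB were added to start the reaction. Finally, TNB absorbance was monitored kinetically.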
HCV inh – HCV inhibition; Huh7.5.1 HCVcc-Cre infection, luciferase reporter, 44 h; Potency, µM (top dose mostly 41.8 µM), inactives show at the top dose activity change, negative = inhibition, usual class: inhibitors; hit rate 3.4% among 340,000; AID 651820; further: potency means the concentration at half of the fitted maximal effect
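Antiviral activity was scored by luciferase reporter output from cells infected with HCVcc-Cre (~0.5 moi) in presence of compound, 44 h infection period, cells seeded 1,000/well 4 h prior.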
HCMV antiviral – blocks human cytomegalovirus replication; HFF cells, HCMV-luciferase reporter, 72 h; active compounds read low; activity change, negative = inhibition, % at 57.5 µM; hit rate 4.5% among 410,000; in the data active means activity change below about -60%; inconclusive means no clear call, values can overlap the other calls; inactive means above about -39%
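Luciferase read-out from HCMV-luciferase-infected HFFs (MOI 1 PFU/cell) 72 h post infection at 37C; compounds added after 16 h cell attachment; activity normalized between buffer-only basal and Salinomycin (10uM) inhibitor controls.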
An asterisk follows results filed as active; ? = inconclusive; / = not tested or not shown; & = joins results of further samples; [ ] = another dose, or the depositor's remark. Unless noted, the call rests on the fitted dose curve; in most records, active means well fitted curve in the direction sought with a large enough effect; inconclusive means small, poorly fitted or top-dose-only effect, or another doubt; inactive means no such curve, though single readings can be large; an effect the other way counts as inactive or inconclusive. Unless noted, on the % scale 0 is the no-effect control and ±100 the full control effect.

1: CN1CCc2c(sc(NC(=O)Cc3ccccc3)c2C(N)=O)C1
2: c1ccc(-c2csc3nnc(SCc4ccc5c(c4)OCCO5)n23)cc1
3: COc1ccc(-c2c(C)nn3c4c(cnc23)C(=O)CC(c2ccc(C)cc2)C4)cc1 (configuration not stated)
4: CCN1CCN(C(=O)CN(c2cc(OC)ccc2OC)S(C)(=O)=O)CC1
5: Cc1ccn2c(c1)nc(=O)c1cc(S(=O)(=O)N3CCOCC3)ccc12
6: COc1ccccc1NC(=O)c1ccc(CS(=O)(=O)c2ccc(C)cc2)cc1
7: CC1Cc2ccccc2N1C(=O)CSc1nnc(-c2ccc(S(=O)(=O)N3CCOCC3)cc2)n1C (configuration not stated)
8: O=C(CC1CS(=O)(=O)CC1CC(=O)Oc1ccccc1F)Oc1ccccc1F (configuration not stated)
9: NC(=O)CC(NC(=O)c1ccccc1)c1ccc(NC2CCC2)c([N+](=O)[O-])c1 (configuration not stated)
10: Cc1cc(OCC(=O)N2CCC(C(N)=O)CC2)c2c(C)c(C)c(=O)oc2c1
Assay by compound	1	2	3	4	5	6	7	8	9	10
AmpC detergent	4%	?	4%	1%	-6%	-1%	-9%	1%	3%	-4%
Giardia FBPA inh	?	4%	/	2%	22%	3%	4%	1%	-2%	10%
HCV inh	6%	?	/	10%	4%	-14%	?	21%	-19%	7%
AmpC no deterg	-25%	-29%	/	-11%	0%	15%[2.29 µM]	150%[activator]	-7%	-25%	-9%
HCMV antiviral	-31	-18	9	34	20	-39	-38	-24	-24	/
Sm TGR block	11%	-3%	0%	0%	-2%	-7%	0%	3%	4%	11%

The list goes on; the last four above are carried over.
7: CC1Cc2ccccc2N1C(=O)CSc1nnc(-c2ccc(S(=O)(=O)N3CCOCC3)cc2)n1C (configuration not stated)
8: O=C(CC1CS(=O)(=O)CC1CC(=O)Oc1ccccc1F)Oc1ccccc1F (configuration not stated)
9: NC(=O)CC(NC(=O)c1ccccc1)c1ccc(NC2CCC2)c([N+](=O)[O-])c1 (configuration not stated)
10: Cc1cc(OCC(=O)N2CCC(C(N)=O)CC2)c2c(C)c(C)c(=O)oc2c1
11: COc1ccc(C)cc1NC(=O)c1cc(S(=O)(=O)N2CCC(C)CC2)cn1C
12: COc1ccc2c3c1O[C@H]1C[C@@H](O)C=C[C@@]31CCN(C)C2
13: COc1ccccc1CCNC(=O)C(=O)NCCC1CCCCN1S(=O)(=O)c1cccs1 (configuration not stated)
14: O=C(COc1ccc(Nc2ccccc2)cc1)Nc1ccncc1
15: O=C(CSc1nnc(CNC(=O)c2ccc(F)cc2)o1)Nc1ccc2c(c1)OCO2
16: COCCCNC(=O)/C(C#N)=c1\s/c(=C\c2ccccc2OC(F)F)c(=O)n1CCCOC
17: CCC(C)c1ccc(OCC(=O)NNC(=O)C2CCCCC2)cc1 (configuration not stated)
18: Cc1c(NC(=O)CSc2ccc3ccccc3n2)c(=O)n(-c2ccccc2)n1C
19: COc1ccc(F)cc1S(=O)(=O)Nc1cccc(C(=O)O)c1
20: Cc1sc(-n2c(C)cc(C=C3C(=O)NC(=O)NC3=O)c2C)c(C#N)c1C
Assay by compound	7	8	9	10	11	12	13	14	15	16	17	18	19	20
AmpC detergent	-9%	1%	3%	-4%	13%	-5%	-14%	?	-7%	10%	-6%	0%	-8%	-1%
Giardia FBPA inh	4%	1%	-2%	10%	/	4%&-2%	/	/	/	15%	/	/	13%	-13%
HCV inh	?	21%	-19%	7%	/	?	35µM*	?	6%	4%	5%	-1%	34%[activator]	18%
AmpC no deterg	150%[activator]	-7%	-25%	-9%	/	-17%	-16%	-31%	-22%	0%	-3%	-19%	2%	-1%
HCMV antiviral	-38	-24	-24	/	?	?	-2	-31	-6	43	-13	-32	87	4
Sm TGR block	0%	3%	4%	11%	4%	-7%	-14%	45µM*	-17%	8%	1%	-1%	2%	?

21: CCN1C(=O)C(CC(=O)Nc2ccc(OC)cc2)N(Cc2ccc3c(c2)OCO3)C1=S (configuration not stated)
22: Cc1ccc2[nH]c(C(=O)N3CCN(C(c4ccccc4)c4ccccc4)CC3)cc2c1
23: COc1ccc(-c2cc3ccc(O)cc3oc2=O)cc1
24: NC(=O)Nc1ccc(F)cc1
25: CCN(CC)c1ccc(/C=C2\CCC(/C=C(\C#N)C(=O)Nc3ccccc3F)=C2N2CCOCC2)cc1
26: O=C(Nc1nc2ccccc2n1CCN1CCCCC1)c1ccco1
27: CC1CN(c2ncnc3c2c(-c2ccccc2)cn3-c2ccc(F)cc2)CC(C)O1 (configuration not stated)
28: CCCCCC(=O)Nc1cccc(C2=NOC3(C2)C[C@H](C(N)=O)N(C(=O)COc2ccc(Cl)cc2)C3)c1 (some centres not stated)
29: CC(C)(C)n1cnc2cc(NS(=O)(=O)c3ccc(Br)cc3)ccc21
30: O=c1nc2cccc3c2=c(/c1=C(\O)c1ccccc1)c1ccccc1c3=O
Assay by compound	21	22	23	24	25	26	27	28	29	30
AmpC detergent	-10%	-10%	?	-12%	-10%	?	3%	-7%	0%	-6%
Giardia FBPA inh	2%	0%	2%	3%	-1%	14%	-7%	-2%	0%	?
HCV inh	?	-27%	-24%	-1%	-15%	-9%	10µM*	20%[8.37 µM]	?	-13%
AmpC no deterg	-2%	-6%	-41%	-3%	-21%	-18%	40%	127%[activator]	-33%	16%
HCMV antiviral	-38	-17	0	-12	-20	26	8	-10	-24	-24
Sm TGR block	-8%	-19%	-36%	-25%	-12%	0%	-3%	12%	0%	-17%

31: Cc1noc(C)c1CSCC(=O)Nc1nc2ccc(S(C)(=O)=O)cc2s1
32: CCOc1ccc(N2C(=O)c3[nH]nc(-c4ccccc4)c3C2c2ccc(O)c(OC)c2)cc1 (configuration not stated)
33: CCSc1nnc2c(n1)OC(c1ccc(OC)cc1OC)N(C(C)=O)c1ccccc1-2 (configuration not stated)
34: CC(=O)Nc1ccc(S(=O)(=O)N2CCSC2C(=O)O)cc1 (configuration not stated)
35: CC1CC(C)CN(C(=O)Cn2nnc(-c3ccc(Br)cc3)n2)C1 (configuration not stated)
36: O=C(Nc1ccc(N2CCCC2)c(Cl)c1)c1ccc([N+](=O)[O-])cc1
37: CCOc1ccc(/C=C/C(=O)Oc2ccc(OC)cc2)cc1
38: Cc1cccc(NC(=O)Cn2c(/C=C/c3ccccc3)nc3ccccc32)c1
39: CCOC(=O)C1CCN(Cc2cc(=O)n3c(-c4ccccc4)csc3n2)CC1
40: O=C(CC1COc2ccccc2O1)NC1CCCCC1 (configuration not stated)
Assay by compound	31	32	33	34	35	36	37	38	39	40
AmpC detergent	?	9%	-2%	-2%	-1%	?	-5%	-14%	6%	-11%
Giardia FBPA inh	/	/	/	6%	/	0%	6%	-2%	3%	-3%
HCV inh	-5%	/	/	-2%	14%	?	9%	-2%	11%	4%
AmpC no deterg	-18%	/	/	-17%	-12%	-25%	-14%	-51%	-10%	-22%
HCMV antiviral	-10	-25	-63*	37	74	-15	-28	44	-16	-12
Sm TGR block	-3%	-2%	8%	1%	3%	-16%	6%	-10%	-8%	9%

41: CCOc1ccccc1C(=O)NCC(=O)OCc1c(C)noc1C
42: CC(=O)C1=C(C)Nc2ncnn2C1c1ccccc1F (configuration not stated)
43: COc1cccc(OC)c1OCCCN1CCOCC1
44: COc1cccc(N2CC(NC(=O)c3ccc4ccccc4c3)CC2=O)c1 (configuration not stated)
45: COc1ccc(CCNC(=O)C(=O)NCC2OCCN2S(=O)(=O)c2ccc(Br)cc2)cc1OC (configuration not stated)
46: Cc1cc(C)c2oc(-c3cccc(NC(=O)COc4ccccc4Cl)c3C)nc2c1
47: Cc1cccc(N2N=C(C(=O)N3Cc4ccccc4CC3C(N)=O)CCC2=O)c1 (configuration not stated)
48: Cn1c(SCC(=O)NCc2ccc3c(c2)OCO3)nc2scc(-c3cccs3)c2c1=O
49: Cc1ccc(NC(=O)Nc2ccc3c(c2)N(C)C(=O)c2ccccc2S3)c(C)c1
50: CC(C)c1nc2ccc(NC(=O)C3CCCCC3)cc2[nH]1
Assay by compound	41	42	43	44	45	46	47	48	49	50
AmpC detergent	-3%	?	-1%	?	-11%	-3%	/	-14%	-7%	1%
Giardia FBPA inh	-18%	1%	?	/	4%	/	/	0%	/	-4%
HCV inh	-2%	31%[activator]	9%	16%	?	/	5%	?	/	-1%
AmpC no deterg	-16%	-3%	-7%	?	47%	/	2%	-21%	/	-19%
HCMV antiviral	2	26	-18	-16	20	-1	-11	30	-39	-18
Sm TGR block	-13%	-32%	7%	3%	-14%	3%	/	0%	-11%	1%

51: COc1ccc(C(=O)N(CN2CCCC2=O)c2nccs2)cc1OC
52: O=C(CSc1nc2nc(-c3cccs3)cc(C(F)(F)F)c2c(=O)[nH]1)Nc1ccc(F)c(F)c1
53: COC(=O)Cc1cc(=O)[nH]c(Nc2nc3ccccc3o2)n1
54: CCOC(=O)N1CCN(C(=O)CN(c2cc(C)ccc2OC)S(=O)(=O)c2ccc(C)cc2)CC1
55: Cc1cc(NC(=O)CN2CCC(O)(c3cccc(F)c3)CC2)no1
56: O=C(O)COc1ccccc1C(Nc1cccnc1)c1cc(Cl)c2cccnc2c1O (configuration not stated)
57: Nc1nc(SCC(=O)Nc2cccnc2Cl)n[nH]1
58: Cc1c(-c2ccccn2)c(=O)[nH]n1-c1ccc(F)cc1
59: Cc1ccc(-c2nnc(-n3nnc4ccccc43)c3ccccc23)cc1
60: COc1cccc(-c2cc(C(=O)N3CCN(C(=O)c4ccco4)CC3)[nH]n2)c1
61: CC(=O)c1ccc(OCCCC(=O)Nc2ccc(C)c(S(=O)(=O)N(C)C)c2)cc1
Assay by compound	51	52	53	54	55	56	57	58	59	60	61
AmpC detergent	?	5%	-14%	2%	3%	-10%	6%	5%	4%	-1%	1%
Giardia FBPA inh	8%	15%	0%	/	5%	18µM*	5%	-21%	5%	/	3%
HCV inh	5%	?	-13%	/	-14%	2%	-4%	6%	5%	22%	?
AmpC no deterg	1%	-40%	-2%	/	-1%	60%	-20%	-15%	-2%	-9%	2%
HCMV antiviral	143	-97*	13	2	0	/	3	14	10	17	?
Sm TGR block	11%	/	7%	3%	-16%	1µM*	5%	5%	3%	-12%	-16%

Source: PubChem BioAssay

Compounds were not picked by outcome; any-hit rate near 9.9%.
